Lung fibro prol: blocks proliferation of human lung fibroblasts; LL 47 human lung fibroblast viability, ATP luminescence; active compounds read low; viability, % at 10 µM; actives 1.1% (n = 85,000);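 active = viability at or below 50% in the single dose screen; inactive = viability above 50%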;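 also: compound exposure lasted 72 h before the ATP readout; 100% = median luminescence of untreated cell-only wells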
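Material: human LL 47 lung fibroblast cells; quantity: 1,150 cells/well; medium: IMEM plus 15% FBS; doses: 0.1% DMSO in all compound wells; timing: overnight attachment after seeding, then 72 h compound exposure at 37 °C; detection: CellTiter-Glo luminescence; measure: % viability of median cell-only signal; controls: cell-only wells, no compound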
HUVEC prolif 384: inhibitors of human endothelial cell proliferation; HUVEC proliferation, CellTiter-Glo luminescence, 72 h; active compounds read low; viability, % at 10 µM (by protocol); actives 1.1% (n = 86,000); AID 648;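 active = viability at or below 30%; inactive = viability above 30%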;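 also: 100% = median luminescence of DMSO-only cell control wells on each plate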
H69AR growth 86K: blocks growth of human H69AR lung tumor cells; H69AR lung tumor viability, ATP luminescence, 72 h; active compounds read low; viability, % at 10 µM; actives 6% (n = 85,000); AID 598;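 active = viability at or below 40%; inactive = viability above 40%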;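 also: multidrug resistant small cell line overexpressing MRP-1 efflux transporter; 100% = mean luminescence of untreated control wells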
An asterisk follows results filed as active.

SMILES	Lung fibro prol	HUVEC prolif 384	H69AR growth 86K
O=C1c2oc3ccccc3c(=O)c2C(c2ccc(Cl)cc2)N1c1ncccn1 (configuration not stated)	101	99	89
Cc1cc(C)nc(-n2nc(C)cc2NC(=O)c2cc(=O)c3ccccc3o2)n1	96	88	72
CCc1nnc(NC(=O)CSc2nccn2-c2ccccc2)s1	105	102	90
CC(=O)C1=C(C)N=c2s/c(=C/c3ccc4c(c3)OCO4)c(=O)n2C1c1ccc(N(C)C)cc1 (configuration not stated)	104	95	96
CCOC(=O)Cc1csc(NC(=O)c2c(O)c3ccccc3n(C)c2=O)n1	103	104	59
COc1ccc(NC(=O)Nc2nnc(N3CCC(C)CC3)s2)cc1OC	94	83	37*
Cc1nc2c(C(=O)N3CCCC3)c[nH]n2c(=O)c1Cc1ccc(F)cc1Cl	96	95	88
CCCc1nc2c3cnn(-c4cccc(Cl)c4)c3ncn2n1	107	98	101
Cc1cc(N2CCN(C3CCCCC3)CC2)n2nc(C)nc2n1	95	101	83
CCC(=O)N1CCc2cc(S(=O)(=O)NC(Cc3ccccc3)C(=O)Nc3nccs3)ccc21 (configuration not stated)	95	96	104

Next part, overlapping the part above by 3 compounds.
SMILES	Lung fibro prol	HUVEC prolif 384	H69AR growth 86K
CCCc1nc2c3cnn(-c4cccc(Cl)c4)c3ncn2n1	107	98	101
Cc1cc(N2CCN(C3CCCCC3)CC2)n2nc(C)nc2n1	95	101	83
CCC(=O)N1CCc2cc(S(=O)(=O)NC(Cc3ccccc3)C(=O)Nc3nccs3)ccc21 (configuration not stated)	95	96	104
CCSc1nc2sc3c(c2c(=O)n1C1CCCCC1)CCN(C)C3	94	109	90
Cn1c(=O)n(Cc2ccccc2)c(=O)c2c1nc1n2CCCN1C1CCCCC1	94	96	84
Cc1ccc(O)c(C(CC(=O)N2CCCC2)c2ccccc2)c1 (configuration not stated)	109	97	97
CN(CC(=O)N1CCN(c2cccc(Cl)c2)CC1)S(=O)(=O)c1cnc[nH]1	110	104	98
C=CCn1cnc2c(c1=O)c1nc3ccccc3nc1n2Cc1ccccc1	103	94	79
Cc1c(-c2ccccc2)oc2nc3c(c(=O)n(C)c(=O)n3C)n12	92	92	91
COc1cc(N2C(=O)NC3CC2(C)Oc2ccc(Br)cc23)cc(OC)c1OC (configuration not stated)	105	98	92
C=CCn1c(O)c(N=NC(=S)Nc2ccc(OC)cc2)c2ccccc21	54	50	35*
COc1ccc(S(=O)(=O)N2CCN(c3ncnc4c(-c5ccccc5)nsc34)CC2)cc1	85	94	41
CCCCn1c2nc3ccccc3nc2c2c(=O)n(CC(C)C)cnc21	104	94	90
COCCCNC(=O)CCCn1c(=O)c2ccccc2n(CC(=O)Nc2c(C)cc(C)cc2C)c1=O	107	88	91
COc1ccc(Cl)cc1NC(=O)CSc1ncnc2c1oc1ccccc12	76	70	94
CCc1nc2ccccc2c(=O)n1CCCCn1c(CC)nc2ccccc2c1=O	100	97	69
O=C1NCCCC1C(=O)N1CCN(C(=O)C2CCCNC2=O)CC1 (configuration not stated)	105	103	95
Cc1c(/C(O)=C2/C(=O)C(=O)N(CCCN3CCOCC3)C2c2ccncc2)cnn1-c1ccccc1 (configuration not stated)	102	97	98
Cc1c2c(n3c(nc4ccccc43)c1C#N)N(Cc1ccccn1)CC2	92	85	70
CCCOc1ccc(C2c3c(oc4cc(C)c(C)cc4c3=O)C(=O)N2CCCN(C)C)cc1OCC (configuration not stated)	93	86	66
COc1ccc(OC)c(NC(=O)Nc2nnc(N3CCC(C)CC3)s2)c1	104	123	78
O=C(CN1CCOc2ccccc21)NCc1ccccc1	100	108	98
CCn1c(=O)c(C2=NS(=O)(=O)c3ccccc3N2)c(O)c2ccccc21	100	89	70

Only H69AR growth 86K, for 6 of the compounds above:
smiles | H69AR growth 86K
CCc1nc2ccccc2c(=O)n1CCCCn1c(CC)nc2ccccc2c1=O | 69
O=C1NCCCC1C(=O)N1CCN(C(=O)C2CCCNC2=O)CC1 (configuration not stated) | 95
Cc1c(/C(O)=C2/C(=O)C(=O)N(CCCN3CCOCC3)C2c2ccncc2)cnn1-c1ccccc1 (configuration not stated) | 98
Cc1c2c(n3c(nc4ccccc43)c1C#N)N(Cc1ccccn1)CC2 | 70
CCCOc1ccc(C2c3c(oc4cc(C)c(C)cc4c3=O)C(=O)N2CCCN(C)C)cc1OCC (configuration not stated) | 66
COc1ccc(OC)c(NC(=O)Nc2nnc(N3CCC(C)CC3)s2)c1 | 78

(more compounds)
SMILES	Lung fibro prol	HUVEC prolif 384	H69AR growth 86K
Cn1c(C(=O)N2CCN(c3ccccn3)CC2)cc2c(=O)n(C)c3ccccc3c21	91	93	74
C=CC[N+](C)(C)CCCNC(=O)/C=N/O	97	100	96
COc1cc(-c2nn3c(-c4ccco4)nnc3s2)cc(OC)c1OC	105	94	96
O=C(CCn1c(=S)[nH]c2cc3c(cc2c1=O)OCO3)N1CCN(c2ccccn2)CC1	92	101	78
Cc1ccc(NC(=O)COc2ccc(/C(N)=N/O)cc2)cc1C	102	74	73
Cc1nnc(SCCN2CCOCC2)n1C	107	101	92
Cc1ccc(Cl)cc1N1CCN(C(=O)CCS(=O)(=O)c2cccc3nonc23)CC1	88	77	73
CCc1ccc(Nc2cc(C)nc3nc(C)nn23)cc1	102	96	51
CN1[C@@H](CC(=O)c2ccccc2)CCC[C@H]1C[C@H](O)c1ccccc1	101	114	87
Cc1cc(N2CCN(C(=O)c3ccco3)CC2)n2nc(C)c(-c3ccc(Cl)cc3)c2n1	50	34	16*
COc1c(Cl)cc(-c2noc(C)c2C(=O)NCc2ccc3c(c2)OCO3)cc1Cl	90	91	91
Cc1ccc2cc(C(c3nnnn3C(C)(C)C)N3CCCC3)c(=O)[nH]c2c1C (configuration not stated)	92	97	83
CCc1c(C#N)c(SCc2c(C)noc2C)nc2c1C(=O)CC(C)(C)C2	101	92	74
COc1ccccc1NC(=O)Cn1cnc2sc(C)c(S(=O)(=O)N3CCCCC3)c2c1=O	110	106	100
Cc1ccc(C)c(CSc2ncccc2C(=O)O)c1	100	89	87
CC(=O)n1c2ccccc2c2c(C#N)c(N3CCCCC3)sc21	90	85	72
CC1N=C2c3ccccc3N=C(SCc3cc(=O)n4ccccc4n3)N2C1=O (configuration not stated)	104	90	78
Cc1ccc(Nc2cc(C)nc3nc(C)nn23)c(C)c1	97	94	91
Cc1cc2nc(NC3=NCN(Cc4ccc5c(c4)OCO5)CN3)nc(C)c2cc1C	49*	33	23*
COc1ccc(NC(=O)c2cnc3ccccn3c2=O)cc1OC	101	102	78
Cc1ccc(S(=O)(=O)c2cc3c(=O)n4ccccc4nc3n(CC3CCCO3)c2=N)cc1C (configuration not stated)	77	95	72
CCCSc1nnc(NC(=O)Nc2ccccc2)s1	99	59	55
Cc1c(NS(=O)(=O)c2cccc3nsnc23)c(=O)n(-c2ccccc2)n1C	90	92	85
COC(=O)Cn1c(CN2CCN(c3ccccc3F)CC2)nc2c1c(=O)n(C)c(=O)n2C	93	102	99
CCOc1cc2[nH]c(=O)n(CC3CCC(C(=O)NC(C)CC)CC3)c(=O)c2cc1OCC (configuration not stated)	96	47	84
COc1ccccc1NC(=O)CCN1CCN(CCC(=O)Nc2ccccc2OC)CC1	92	105	92
CCOc1nc(-c2ccccc2)ccc1-c1noc(-c2ccc(OC)c(OC)c2)n1	99	71	32*
Cc1csc(NC(=O)c2cnc3ccccn3c2=O)n1	107	105	98
Cc1c(NC(=O)CSc2nc3c(cnn3-c3ccccc3)c(=O)[nH]2)c(=O)n(-c2ccccc2)n1C	95	95	87
O=C1C(C=NCCN2CCOCC2)=C(O)c2ccccc21	103	84	98
Cc1ccc(OCC(=O)Nc2cc(-c3nn4c(C)nnc4s3)ccc2C)cc1	88	87	88
CCOC(=O)C1(C(=O)OCC)C(c2ccccc2)CC(O)N1C(C)=O (configuration not stated)	113	109	89
CCOC(=O)c1cc2c(=O)n3cccc(C)c3nc2n(Cc2ccccc2Cl)c1=N	87	91	48
CCOC(=O)Cn1nnnc1C(CC)N(Cc1cc2c(C)cc(C)cc2[nH]c1=O)C1CCCC1 (configuration not stated)	97	91	89
O=C1C(=O)N(CCCn2ccnc2)C(c2cccnc2)/C1=C(/O)c1ccc(Cl)cc1 (configuration not stated)	108	105	101
CCOC(=O)c1ccccc1NC(=O)CN1CCC(n2nnc3cc(F)ccc32)CC1	93	59	27*
CC1(C)S[C@@H]2[C@H](NC(=O)[C@H](C(=O)O)c3ccsc3)C(=O)N2[C@H]1C(=O)O	96	105	109
C=CCn1cnc2c(c1=O)c1nc3ccccc3nc1n2/N=C/c1cccc(OC)c1	92	49	22*
COCCCn1c(=N)c(C(=O)NCc2ccc3c(c2)OCO3)cc2c(=O)n3cccc(C)c3nc21	90	82	70
CCOc1cc(NC(=O)c2cnccn2)c(OCC)cc1NC(=O)c1ccc(OC)cc1	98	85	79
Cc1cc2cc(CN3C(=O)c4ccccc4C3=O)ccc2n1C	91	97	78
O=P(O)(CCCCP(=O)(O)CCc1ccccc1)CCc1ccccc1	96	87	94
CCOc1ccc(-n2c(SCC(=O)Nc3ccc4c(c3)OCO4)nc3c(c2=O)SCC3)cc1	103	101	82
COC(=O)c1ccc(-c2nc3ccccc3o2)cc1	110	94	86
CCC(=O)N1CCc2cc(Br)cc(S(=O)(=O)NCCN3CCOCC3)c21	106	99	98
c1ccc(-n2ncc3c(N4CCN(c5ccccn5)CC4)nc(N4CCCCC4)nc32)cc1	101	97	84
Clc1ccc(Cc2nnc(-c3cccs3)o2)cc1	100	113	107
COc1ccccc1CNC(=O)C(NC(=O)C1CCCCC1)C(C)C (configuration not stated)	98	94	101
CCOC(=O)N1CCN(c2nc(N(c3ccccc3)c3ccccc3)nc(-n3ccnc3)n2)CC1	92	89	21*
Cc1ccc2c(c1)NCC(C(=O)NC1CCC(C)CC1)O2 (configuration not stated)	98	100	89

A second format for two compounds above:
SMILES: COC(=O)c1ccc(-c2nc3ccccc3o2)cc1
  Lung fibro prol = 110
  HUVEC prolif 384 = 94
  H69AR growth 86K = 86

SMILES: CCC(=O)N1CCc2cc(Br)cc(S(=O)(=O)NCCN3CCOCC3)c21
  Lung fibro prol = 106
  HUVEC prolif 384 = 99
  H69AR growth 86K = 98

Remaining list, next part.
SMILES	Lung fibro prol	HUVEC prolif 384	H69AR growth 86K
O=C1c2oc3ccc(Cl)cc3c(=O)c2C(c2cccnc2)N1Cc1ccco1 (configuration not stated)	101	50	80
COc1nc(-c2ccc(C)cc2)ccc1-c1noc(-c2cccnc2)n1	90	88	64
COC(=O)c1ccc(Nc2cc(C)nc3nc(C)nn23)cc1	102	108	92
CCOC(=O)c1ccc(N2Cc3cc(C)c(C)cc3C2)cc1O	99	104	88

Compound activity: PubChem, SRMLSC

This is a subset; the hit share may differ from the screen's.
